PAFAH2 FP inh – inhibitors of human PAFAH2 | Q99487 | recombinant PAFAH2, FP-rhodamine activity probe, fluorescence polarization | inhibition, % at 3.39 µM | 340,000 tested, 0.99% active | AID 492956;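 active = inhibition above the mean over all tested compounds plus 3 SD, cut at about 30% in these data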;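 also: inhibitors block probe labeling of enzyme so polarization drops; 0% = enzyme with DMSO and 100% = wells lacking PAFAH2 protein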
PAFAH1B3 FP inh – inhibitors of human PAFAH1B3 | Q15102 | recombinant PAFAH1B3, FP-rhodamine probe, fluorescence polarization | inhibition, % at 3.39 µM | 340,000 tested, 0.28% active;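 active = inhibition above the screen-wide average of all tested compounds plus 3 SD, cut at about 25% in these data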;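 also: 0% = enzyme with DMSO only and 100% = wells lacking PAFAH1B3 protein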
Target sequence (Q15102 whole entry, looked up): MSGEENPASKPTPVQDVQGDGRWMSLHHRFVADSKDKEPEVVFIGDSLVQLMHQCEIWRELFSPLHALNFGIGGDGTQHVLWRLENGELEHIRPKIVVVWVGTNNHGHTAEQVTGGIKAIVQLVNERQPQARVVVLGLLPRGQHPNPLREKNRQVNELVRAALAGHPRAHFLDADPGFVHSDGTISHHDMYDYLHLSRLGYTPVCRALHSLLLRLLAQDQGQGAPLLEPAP
PAFAH1B2 inh – PAFAH1B2 (human) inhibition | P68402 | recombinant PAFAH1B2, FP-rhodamine activity probe, fluorescence polarization | inhibition, % at 3.39 µM | 340,000 tested, 1.2% active;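 active = inhibition above the mean of all tested compounds plus 3 SD, cut at about 24% in these data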;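 also: 0% = enzyme with DMSO and 100% = wells lacking PAFAH1B2; many of its hits are not listed in these tables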
Target sequence (P68402 whole entry, looked up): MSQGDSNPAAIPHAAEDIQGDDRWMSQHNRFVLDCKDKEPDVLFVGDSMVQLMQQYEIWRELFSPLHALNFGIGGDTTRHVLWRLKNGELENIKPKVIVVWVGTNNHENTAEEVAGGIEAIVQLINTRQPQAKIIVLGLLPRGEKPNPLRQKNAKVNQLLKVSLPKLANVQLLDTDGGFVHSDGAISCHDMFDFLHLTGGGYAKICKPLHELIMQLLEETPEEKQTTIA
LYPLA1 inh – counter-screen for PME1 inhibitors: inhibitors of human LYPLA1; recombinant LYPLA1, FP-Rh probe fluorescence polarization; inhibition, % at 5.9 µM; 320,000 tested, 0.16% active;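 active = inhibition above the mean of all tested compounds plus 3 SD, set per campaign, cut at about 14% in these data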;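 also: inhibitors block serine hydrolase probe labeling of LYPLA1 so polarization falls; 0% = enzyme with DMSO and 100% = wells lacking LYPLA1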
Target sequence (O75608 whole entry, looked up): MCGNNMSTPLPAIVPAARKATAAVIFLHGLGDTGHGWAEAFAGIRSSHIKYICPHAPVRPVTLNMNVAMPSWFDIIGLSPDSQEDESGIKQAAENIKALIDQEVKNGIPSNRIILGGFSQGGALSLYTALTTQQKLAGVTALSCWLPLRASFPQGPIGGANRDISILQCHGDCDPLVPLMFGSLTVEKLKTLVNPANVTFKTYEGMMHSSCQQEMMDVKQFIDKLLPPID
GSTO1 counter – GSTO1 inhibition, counter-screen for RBBP9 inhibitors. 300,000 tested, 1.1% active. P78417. inhibition, % at 5.96 µM. recombinant GSTO1, activity-based probe fluorescence polarization;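 active = inhibition above the campaign mean inhibition plus 3 SD, cut at about 35% in these data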;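 also: 0% = GSTO1-1 with DMSO and 100% = wells lacking GSTO1-1 enzyme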
Target sequence (P78417 whole entry, looked up): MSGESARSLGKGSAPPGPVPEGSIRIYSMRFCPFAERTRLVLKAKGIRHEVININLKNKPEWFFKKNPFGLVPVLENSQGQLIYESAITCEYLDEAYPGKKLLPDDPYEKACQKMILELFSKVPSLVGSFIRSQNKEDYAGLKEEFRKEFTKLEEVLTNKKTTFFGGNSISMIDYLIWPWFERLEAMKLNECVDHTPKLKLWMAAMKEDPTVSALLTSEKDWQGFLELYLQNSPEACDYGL
LYPLA2 counter – LYPLA2 (human) inhibition in PME1 counter-screen; recombinant LYPLA2, FP-Rh probe fluorescence polarization; AID 2177; inhibition, % at 5.9 µM; 320,000 tested, 0.38% active;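 active = inhibition above the screen-wide mean plus 3 SD, limit set per campaign, cut at about 26% in these data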;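 also: 0% = LYPLA2 with DMSO and 100% = wells lacking LYPLA2 enzyme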
PAD4 FP inh – blocks human protein arginine deiminase 4; recombinant PAD4, RCA probe fluorescence polarization; 330,000 tested, 0.41% active; AID 485272; Q9UM07; inhibition, % at 6.36 µM;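 active = percent inhibition above a cutoff equal to the mean of all tested compounds plus 3 SD, cut at about 15% in these data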;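 also: 0% = PAD4 with RCA probe and DMSO and 100% = probe without PAD4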
pPAFAH FP inh – inhibitors of human plasma PAF acetylhydrolase (pPAFAH); 330,000 tested, 1.5% active; inhibition, % at 3.39 µM; Q13093; AID 463082; recombinant pPAFAH, FP-rhodamine probe fluorescence polarization;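 active = inhibition above the mean inhibition across the screen plus 3 SD, cut at about 25% in these data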;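 also: inhibitors block binding of the rhodamine activity-based probe so polarization drops; 0% = enzyme with DMSO and 100% = wells lacking pPAFAH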
PREPL inh – inhibitors of human prolyl oligopeptidase-like enzyme PREPL; 320,000 tested, 0.68% active; recombinant PREPL, fluorescence polarization activity-based probe; AID 2751; inhibition, % at 5.96 µM; Q4J6C6; in the data active = inhibition above about 43%;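 also: 0% = enzyme with DMSO and 100% = wells lacking enzyme; many of its hits are not listed in these tables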
Active calls of the source: *; . = not tested or not shown. Not all compounds are listed; rates above refer to the full screens.

SMILES	PAFAH2 FP inh	PAFAH1B3 FP inh	PAFAH1B2 inh	LYPLA1 inh	GSTO1 counter	LYPLA2 counter	PAD4 FP inh	pPAFAH FP inh	PREPL inh
Cn1c(SCC(=O)c2ccc3c(c2)Cc2ccccc2-3)nnc1-c1cccc(N)c1	1.4	9.1	-1.2	-7.0	21.4	-4.4	-5.4	5.5	18.2
COc1ccccc1NC(=O)/C(N=Nc1ccc(C)c(S(=O)(=O)Nc2ccccc2Cl)c1)=C(\C)O	-17.1	-9.5	-7.6	.	.	.	3.0	8.8	4.5
O=C(NCC1CCCN(Cc2ccc3c(c2)OCCO3)C1)c1ccc2c(c1)OCO2 (centres undefined)	6.0	-1.9	-8.3	0.5	-2.5	-5.6	0.5	4.0	6.3
CC(C)c1ccc(NC(=O)c2cc(S(=O)(=O)N3CCCC3)c[nH]2)cc1	-5.0	5.0	10.0	-4.5	-5.5	-11.2	2.8	-11.0	4.9
O=C(O)c1ccccn1	0.6	3.8	2.8	0.0	7.3	-1.1	1.5	4.0	-5.5
Cn1nnnc1SCC(=O)N1CCN(S(=O)(=O)c2ccc(Cl)cc2)CC1	-1.8	-0.6	22.4	-3.0	-0.1	-7.6	17.0*	3.8	-2.2
Cc1cc(=O)oc2cc(NC(=O)Cc3ccccc3[N+](=O)[O-])ccc12	-2.8	-0.7	7.2	-2.3	-4.9	3.8	-6.4	6.3	-7.1
COC(=O)CNC(=O)CSc1nc2sccc2c(=O)n1-c1ccccc1	2.0	-0.5	0.0	-2.1	-4.5	-6.1	-2.9	16.5	2.5
COc1ccc(-n2c(C)cc(/C=C3\C(=N)N4N=C(CC(=O)N5CCOCC5)SC4=NC3=O)c2C)c(OC)c1	7.2	2.5	3.6	-2.3	-44.5	-6.5	-1.7	8.1	5.9
CCOc1ccc2c(=O)c(Oc3ccccc3OCC)coc2c1	-2.2	1.9	3.1	-0.4	1.2	7.0	-1.9	0.3	12.8
S=c1[nH]nc(Cc2ccccc2)n1-c1ccccc1	0.1	1.6	15.6	-2.1	9.0	-3.5	-4.8	-8.1	-5.2
N#Cc1ccc(-c2nc3cc(Cl)ccc3c(=O)n2O)cc1	-0.5	7.1	-0.4	1.8	11.6	0.4	-2.6	-3.8	-0.1
CCOC(=O)N1CCC(NC(=O)c2cc3c(C)nc4ccccc4c3o2)CC1	2.9	3.9	3.5	-0.1	-2.8	2.3	0.5	4.2	-3.1
CCCCc1nc(SCC(=O)Nc2nnc(CCCC)s2)n[nH]1	5.3	6.3	5.3	3.1	2.1	4.5	-1.2	2.1	4.7
O=C(CCSCc1ccc(Cl)cc1)NCc1cccs1	-7.2	-5.0	2.6	-3.4	-5.7	-1.4	5.0	7.7	-9.3
CC(OC(=O)c1ccco1)C(=O)NC1CCCC1 (centres undefined)	8.8	-1.0	-0.9	1.5	5.1	-3.0	1.0	1.0	5.6
O=C(Nc1ccccc1N1CCOCC1)c1cc2c(s1)CCCCC2	-10.0	4.7	9.8	-2.2	-6.5	1.1	-1.9	5.3	6.8
O=C(N/N=C/c1cccs1)c1ccc2ncccc2c1	-3.3	6.6	1.3	-3.5	4.6	0.7	-3.6	2.0	-2.8
N/C(=N\OC(=O)C12CC3CC(CC(C3)C1)C2)c1ccncc1	.	.	.	-1.0	-1.1	0.0	-1.2	-2.8	-0.4
O=C(NC1CCCCC1)C(c1ccccn1)N(C(=O)c1csnn1)C1CC1 (centres undefined)	.	.	.	-2.3	-0.3	-2.8	0.0	4.5	1.7
Clc1nnc(NN=C2CCCC2)c2ccccc12	4.1	3.1	-0.4	0.2	6.1	3.5	-1.4	5.6	14.9
Cc1ccccc1C(=O)N/N=C/c1ccsc1C	-1.1	7.3	-1.1	3.5	0.8	-1.7	-1.9	-6.2	-6.4
CN1C(=O)c2ccccc2Sc2ccc(NC(=O)NC3CC3)cc21	0.7	-4.3	5.6	-4.8	-2.1	-3.0	-1.4	-1.6	3.0
O=C(NCC1CCCCC1)c1cccnc1Cl	-1.0	-0.4	5.5	-4.3	1.7	0.1	0.3	-2.7	12.1
CCn1c(SCC(=O)c2ccc3ccccc3c2)nnc1-c1cccs1	0.3	-2.1	-2.5	-1.7	32.2	6.2	-3.2	5.7	3.0
NC(=O)c1ccc(NC(=O)COC(=O)C(Cc2ccccc2)NC(=O)c2ccccc2)cc1 (centres undefined)	11.2	-1.5	-3.5	-3.2	5.0	-7.0	-1.8	-2.8	-13.8
COc1ccc([C@H]2CC(=O)C=C(c3ccc(F)cc3OCc3ccccc3)C2)cc1	-4.1	-1.7	1.2	-0.1	.	-5.9	0.1	0.4	-5.2
Cc1ccc(CSc2nnc(CNc3ccc(F)cc3)o2)cc1	6.5	1.6	25.9*	1.8	1.0	-3.1	-1.9	9.0	-9.2
O=C(CCc1nnc2ccc(N3CCC4(CC3)OCCO4)nn12)NCc1ccc(F)cc1	4.3	2.9	-2.2	-5.5	0.9	0.4	-2.2	3.6	0.3
Cc1ccccc1C(=O)Nc1c(C(=O)N(CCN(C)C)Cc2ccco2)oc2ccccc12	3.1	1.2	-1.1	-0.7	0.6	2.9	-3.6	2.9	4.6
O=C(CC1SC(N2CCCCC2)=NC1=O)Nc1ccc(C(=O)Nc2ccccc2)cc1 (centres undefined)	-4.3	5.2	0.9	-1.1	0.1	-0.6	-1.6	-2.1	8.4
CCCCCn1c(CNC(=O)COC)nc2ccccc21	2.4	-0.2	-3.4	-3.2	4.8	-9.0	-3.3	0.5	6.0
COc1ccccc1OC(=O)c1cc2ccccc2oc1=O	0.1	3.1	-0.6	-1.4	6.6	4.3	-1.4	9.3	8.6
c1ccc(CN(Cc2ccco2)C(c2ccncc2)c2nnnn2C2CCCC2)cc1 (centres undefined)	6.1	12.3	2.7	0.1	14.2	2.1	-5.6	2.1	-4.9
C[C@@H]1CN([C@@H](C)CO)C(=O)c2cc(NC(=O)Nc3ccc4c(c3)OCO4)ccc2O[C@H]1CN(C)S(=O)(=O)c1ccc(F)cc1	-19.3	20.9	12.1	.	.	.	0.5	4.7	37.7
CCOC(=O)C1(CCOc2ccccc2)CCN(C(=O)c2cncs2)CC1	0.7	2.5	1.3	-0.2	-5.1	-2.3	1.7	1.7	-2.4
CCCCn1c(N)c(N(CCOC)C(=O)CN(C)S(=O)(=O)c2ccc(Cl)cc2)c(=O)[nH]c1=O	-2.9	0.8	-3.3	5.6	2.9	7.3	0.4	7.8	-2.9
COc1cc(O)cc2cc3c(c(O)c12)C(=O)CC(C)(O)O3 (centres undefined)	12.6	19.3	7.0	-0.4	47.4*	2.1	-5.4	25.1*	19.7
Cn1c(SCC(=O)Nc2ccc3[nH]c(=O)[nH]c3c2)nnc1-c1ccccc1	-5.9	10.7	2.0	1.5	-1.2	9.5	-1.7	-0.9	-7.3
CN(C)C(=O)COC(=O)[C@H](Cc1ccccc1)NC(=O)c1ccco1	-4.0	9.2	-1.6	-1.8	1.9	-6.0	0.6	-2.2	-0.4
COc1cc2c(cc1OC)-c1nnc(-c3cccs3)n1C1(CCCC1)C2	-5.8	5.5	1.9	-0.5	-4.6	2.4	0.3	-3.4	3.7
CCOc1ccc(C(=O)Nc2c3c(nn2-c2cccc(C)c2C)CS(=O)C3)cc1 (centres undefined)	-2.0	-7.8	0.9	3.8	15.5	1.1	5.8	5.5	10.7
O=C(Nc1nc(-c2ccc(-c3ccccc3)cc2)cs1)C1CCCO1 (centres undefined)	-15.1	0.2	6.5	-3.4	-1.6	-0.8	5.9	3.5	-41.0
Fc1ccc(-c2cc(C(F)(F)F)nc(-n3cc(Cl)cn3)n2)cc1	1.8	1.8	4.5	-0.6	-2.3	-2.0	1.4	2.7	5.2
Oc1ccccc1C1CCCCC1c1ccccc1 (centres undefined)	6.4	3.3	1.9	-4.2	-7.2	-6.4	-0.9	3.9	3.3
CN(C(=O)c1ccc2c(c1)OCO2)C1CCS(=O)(=O)C1 (centres undefined)	6.2	6.6	2.5	-0.1	-3.1	2.3	2.4	1.3	-5.2
CCC(CC)C(=O)c1c[nH]c(C(=O)NC2CCCCCC2)c1	2.7	8.8	-4.6	-4.2	3.1	1.9	1.4	5.1	14.8
COc1ccc(NC(=O)C2(c3ccccc3)CCCC2)cc1	-2.5	14.3	22.1	-3.2	6.4	0.5	1.2	-0.3	-1.1
COC(=O)C(C)Sc1ccc2nnc(-c3ccc(F)cc3)n2n1 (centres undefined)	12.2	4.5	1.3	0.7	-1.8	0.9	-1.1	2.5	6.2
CCc1ccc(N2C(=O)/C(=C/c3cccs3)N(CC(=O)OC)C2=S)cc1	-4.5	3.7	2.5	-2.0	4.6	-7.3	-7.1	2.2	3.1
Cc1ccc(CNC(=O)CNC(=O)c2c(C)nn(C)c2Cl)cc1	-6.4	4.8	-1.0	-1.6	7.6	4.9	-2.3	10.2	-0.2
CC(=O)NN1C(=O)c2ccccc2NC1c1ccco1 (centres undefined)	2.0	17.8	12.1	-1.0	15.0	6.4	-2.8	1.2	-11.1
Cc1ccc2c(c1)c1ncn(Cc3ccc(F)cc3)c(=O)c1n2C	1.1	1.5	0.2	-0.2	3.8	-4.5	4.3	0.0	-7.5
CCCCc1ccc(NC(=O)C2CCN(S(C)(=O)=O)CC2)cc1	3.7	0.2	9.0	2.1	0.9	6.0	-3.3	-0.3	-1.0
CCC(=O)Nc1cccc(C2=NOC3(C2)C[C@H](C(N)=O)N(C(=O)Cc2ccc([N+](=O)[O-])cc2)C3)c1 (some centres undefined)	-0.9	1.9	-5.3	-0.3	0.7	3.3	-0.6	4.9	5.8
CC(C)C(=O)Nc1nnc(COc2ccc(Cl)cc2)s1	0.2	0.3	16.7	-3.1	-7.7	-7.7	0.3	5.9	-17.6
Cc1c(Cl)cccc1NC(=O)CCN1CCCCC1	0.6	6.4	1.5	-3.5	3.4	-2.4	-2.1	-5.6	4.9
O=C(O)CCn1cc(-c2ccc(Cl)cc2)nc1-c1ccncc1	-2.5	4.0	2.8	-1.0	-2.1	5.3	-0.9	3.6	-4.5
CC1CCC(NC(=O)CCCn2sc3ccccc3c2=O)CC1 (centres undefined)	0.0	7.9	-1.2	2.8	0.0	17.6	2.3	6.5	-4.9
CCc1nc2ccccc2nc1N1CCN(S(=O)(=O)c2c(C)cc(Cl)cc2C)CC1	.	.	.	-3.1	-2.0	0.8	-1.9	-2.4	-17.8
Cc1cc(C(F)(F)F)nn1CC(=O)N1CCOCC1	-3.1	-0.4	0.9	-2.3	2.8	-2.2	-2.6	2.9	7.8
Cc1cc(NCCCn2ccnc2)n2nc(C)c(-c3ccc(Cl)cc3)c2n1	4.2	4.9	0.0	4.7	-1.3	10.9	4.4	25.5*	22.6
COc1ccc(OC)c2[nH]c(=O)c(CCNC(=O)c3cc4ccccc4o3)cc12	-3.0	1.8	1.5	0.9	2.6	10.3	-2.3	3.9	7.2

Structures above containing a nitro group on carbon, in the order listed:
SMILES	PAFAH2 FP inh	PAFAH1B3 FP inh	PAFAH1B2 inh	LYPLA1 inh	GSTO1 counter	LYPLA2 counter	PAD4 FP inh	pPAFAH FP inh	PREPL inh
Cc1cc(=O)oc2cc(NC(=O)Cc3ccccc3[N+](=O)[O-])ccc12	-2.8	-0.7	7.2	-2.3	-4.9	3.8	-6.4	6.3	-7.1
CCC(=O)Nc1cccc(C2=NOC3(C2)C[C@H](C(N)=O)N(C(=O)Cc2ccc([N+](=O)[O-])cc2)C3)c1 (some centres undefined)	-0.9	1.9	-5.3	-0.3	0.7	3.3	-0.6	4.9	5.8

Screens (PubChem)
